# Source: PubChem BioAssay
# D3 ag = activates the human D3 dopamine receptor; max activation, %; P35462; AID 652048; 410,000 compounds, 0.58% hits; D3R DiscoveRx beta-arrestin cells, luminescence, 90 min; in the data active means max activation above about 30%; further: 0% is about no effect; mostly tested at two doses, the higher about 12 µM
# Target sequence (P35462 whole entry, looked up): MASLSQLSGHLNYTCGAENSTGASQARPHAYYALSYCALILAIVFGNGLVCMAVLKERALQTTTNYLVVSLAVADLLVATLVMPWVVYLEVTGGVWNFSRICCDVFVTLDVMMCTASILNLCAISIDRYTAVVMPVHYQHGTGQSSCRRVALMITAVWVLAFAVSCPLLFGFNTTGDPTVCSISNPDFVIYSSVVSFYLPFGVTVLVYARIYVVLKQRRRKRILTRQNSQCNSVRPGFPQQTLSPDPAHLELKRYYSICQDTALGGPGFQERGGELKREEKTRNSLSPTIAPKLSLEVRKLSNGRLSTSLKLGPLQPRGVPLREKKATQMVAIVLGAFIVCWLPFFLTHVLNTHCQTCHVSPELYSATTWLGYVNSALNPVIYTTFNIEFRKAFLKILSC
#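 Cells at 1500/well, incubated overnight, then treated with pinned compounds (dopamine as control) for 90 min at 37 degrees C. DiscoveRx reagent added for 30 - 60 minutes at room temperature; luminescence read.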
# * hit, by the source's call; & = joins results of further samples. Some of the compounds tested; count on the stated rates, not on these rows.
SMILES,D3 ag
CC[C@@H](C)[C@@H](N)C1=N[C@H](C(=O)N[C@@H](CC(C)C)C(=O)N[C@@H](CCC(=O)O)C(=O)N[C@@H](C(=O)N[C@@H]2CCCCNC(=O)[C@@H](CC(N)=O)NC(=O)[C@@H](CC(=O)O)NC(=O)[C@@H](Cc3cnc[nH]3)NC(=O)[C@@H](Cc3ccccc3)NC(=O)[C@@H]([C@H](C)CC)NC(=O)[C@@H](CCCN)NC2=O)[C@@H](C)CC)CS1,16&7
O=C(Nc1cc(Cl)cc(Cl)c1)c1ccc(F)c(S(=O)(=O)N2CCCCCC2)c1,-10
COc1ccc(-c2noc(CSCC(=O)Nc3cccc(C(F)(F)F)c3)n2)cc1OC,0
COCCn1c(CNC(=O)c2cccc(C)c2)nc2cccnc21,12
CCN(C(=O)Cn1c(=O)nc(-c2ccccc2)c2cc(Cl)ccc21)c1cccc(C)c1,-3
Cc1cc(OCCOCC[N+](C)(C)Cc2ccccc2)ccc1C(C)(C)CC(C)(C)C,-21
COc1ccccc1/C=C/c1nc(C#N)c(N2CCCCC2)o1,-3
COc1ccc(CCN2C(=O)CN(C3CCCCCC3)C(=O)C2c2ccc(OC(C)C)c(OC)c2)cc1OC (stereo not given),0
CCOc1ccc(NCc2cccn2-c2nnc(N3CCC(C(=O)NCCOC)CC3)s2)cc1,-14
COc1ccc(CCC(=O)NCc2ccc3c(c2)CCN3C(=O)c2ccc(C)cc2)cc1,-3
CC1(C(=O)NC2CCCCC2)Cc2ccccc2C(=O)N1Cc1ccc(Cl)cc1 (stereo not given),4
CN(C)C(=O)c1ccc(NC(=O)Cn2nnnc2-c2ccccc2F)cc1,6
N#Cc1cccc(NC(=O)Cn2nc(Cc3ccncc3)c3ccccc3c2=O)c1,-10
Cc1ccccc1CSc1nnc2[nH]c(=O)cc(-c3ccccc3)n12,5
CCCN(CCC)C(=O)CSc1nc2ccccc2c(=O)n1Cc1ccco1,-2
CCN(c1ccccc1)S(=O)(=O)c1nnc(NC(=O)COc2cccc(C)c2)s1,-14
Cc1ccccc1NC(=O)Cn1c(=O)n(Cc2ccc3c(c2)OCO3)c(=O)c2oc3ccccc3c21,1
CCC(=O)N1CCc2cc(CNC(=O)Cc3ccc(F)cc3)ccc21,-2
Cc1ccc(-n2nc(CO)c(C(=O)NCC(c3ccccc3)c3ccccc3)n2)cc1,11
Cc1cccc(CS(=O)(=O)CC2Nc3ccc(C(=O)NCc4ccccc4Cl)cc3NC2=O)c1 (stereo not given),-2
CCOC(=O)c1ccc(NC(=O)CC2C(=O)N(c3ccc(F)cc3)C(=O)N2Cc2cccnc2)cc1 (stereo not given),11
CCc1cccc(CC)c1N(COC)C(=O)Cn1c(C)nc2ccccc21,-3
O=C(O)c1c(-c2ccccc2)oc2ccc(OCc3c(F)cccc3Cl)cc12,1
COc1cccc(CNC(=O)CCn2c(=O)c3cccn3c3cccnc32)c1OC,-8
COc1cccc(NC(=O)c2ccc(CNS(=O)(=O)c3ccc4c(c3)C(C)(C)C(=O)N4C)cc2)c1,10
Cc1ccc(NC(=O)c2ccc(=O)n(CC(=O)Nc3cccc(C)c3)n2)cc1,9
O=S(=O)(NCCc1csc2nc(-c3ccc(F)cc3)nn12)c1ccc(Oc2ccccc2)cc1,-13
Cc1nc(-n2nc(C)c(Cc3ccccc3Cl)c2C)sc1C(=O)N1CCCCC1C (stereo not given),-3
COc1ccccc1-c1nc2c(c(SCC(=O)Nc3ccccc3F)n1)Cc1c(CO)cnc(C)c1O2,-5
CCOc1ccccc1CNC(=O)Cn1cc2c(n1)-c1c(oc(C(=O)N3CCCC3)c1C)CC2,6
Cc1ccc(NC(=O)c2oc3ccc(S(=O)(=O)N4CCC5(CC4)OCCO5)cc3c2C)c(C)c1,9
CCOc1ccc2oc(=O)cc(CN3CCN(C(=O)c4ccc(F)cc4)CC3)c2c1,-1
CC(=O)N1c2ccc(S(=O)(=O)NCC3CCC(C(=O)NC(C)(C)C)CC3)cc2CC1C (stereo not given),-2
CC(C)N(C(=O)Cn1cc(SCC(=O)Nc2ccccc2F)c2ccccc21)C(C)C,-6
CCOc1ccc(C(=O)NCCS(=O)(=O)N2CCN(c3ccccc3F)CC2)cc1OCC,-6
COC(=O)c1ccc(Cn2nnc3sc4c(c3c2=O)CCCC4)cc1,1
O=C(Nc1cc(F)ccc1F)N1CCC(CN2CCOCC2)CC1,-8
COc1ccc(Cl)cc1C(=O)NCCS(=O)(=O)N1CCN(c2ccccc2OC)CC1,8
CCN(CC)C(=O)CSc1cn(CC(=O)N2CCCCCC2)c2ccccc12,-17
CCc1nnc(SCc2nc(-c3cccc(C)c3)oc2C)c2cc3sc(C)cc3n12,-11
Cc1ccc(NC(=O)c2c(C)oc3nc(C)nc(N4CCCC4)c23)c(C)c1,1
CCCCN(C)CCNC(=O)c1cc2c(=O)n(C)c3ccccc3c2n1C,-25
O=C(c1cccc([N+](=O)[O-])c1)N1CCN(c2ccc(Nc3ccccc3)nn2)CC1,9
CCN(CC)c1ccc2cc(-c3nc(-c4cccs4)no3)c(=O)oc2c1,1
CN(C(=O)Cn1nc(Cc2cccnc2)c2ccccc2c1=O)c1cccc(C(F)(F)F)c1,-7
CC(C)Cn1c(=O)c2ccccc2n2c(CCC(=O)N3CCN(c4ccccc4F)CC3)nnc12,-24
Cc1ccc(C)c(CN2C(=O)c3ccccc3S(=O)(=O)c3ccc(C(=O)N4CCc5ccccc54)cc32)c1,4
Cn1nnnc1SCCCNCc1cc(Cl)ccc1OCc1ccc(F)cc1,-18
Cc1c(Cl)cccc1NC(=O)Cn1cc(C(=O)c2cccs2)c2ccccc21,21
O=C(NCc1ccccc1)c1ccc2c(c1)sc1nc(-c3ccc(F)cc3)cn12,-7

# The last four records of the section above lead into the next:
SMILES,D3 ag
Cc1ccc(C)c(CN2C(=O)c3ccccc3S(=O)(=O)c3ccc(C(=O)N4CCc5ccccc54)cc32)c1,4
Cn1nnnc1SCCCNCc1cc(Cl)ccc1OCc1ccc(F)cc1,-18
Cc1c(Cl)cccc1NC(=O)Cn1cc(C(=O)c2cccs2)c2ccccc21,21
O=C(NCc1ccccc1)c1ccc2c(c1)sc1nc(-c3ccc(F)cc3)cn12,-7
Cc1ccc(N2CC(NC(=O)/C=C\c3ccc4c(c3)OCO4)CC2=O)cc1C (stereo not given),2
CCOC(=O)c1ccc(NS(=O)(=O)c2cc(-c3onc(C)c3C)ccc2C)cc1,9
Cc1ccc(-n2cc(-c3ccccc3)c3c(NC4CCCC4)ncnc32)cc1,7
COc1ccccc1CNc1ncnc2c1c(-c1ccccc1)cn2-c1cccc(C)c1,-2
Cc1cccc(-c2nc3c4ccccc4nc(N4CCN(c5ccc(F)cc5)CC4)n3n2)c1,6
CCCC(=O)O[C@]1(C(=O)COC(=O)CC)[C@@H](C)C[C@H]2[C@@H]3CCC4=CC(=O)C=C[C@]4(C)[C@@]3(F)[C@@H](O)C[C@@]21C,-7
COc1cccc(CNC(=O)CC(c2ccc(F)cc2)N2Cc3ccccc3C2=O)c1 (stereo not given),-13
Cc1ccc(CSc2cn(CC(=O)N3CCCCCC3)c3ccccc23)cc1,-10
CCOC(=O)N1CCc2c(sc(NCc3cccc(F)c3)c2C(=O)Nc2ccccc2OCC)C1,-42
O=c1cc(N2CCN(c3ccc(F)cc3)CC2)[nH]c(=O)n1-c1ccc(Br)cc1,0
CCCCc1nn2c(=O)cc(COC(=O)c3ccc(NC(=O)C4CCCCC4)cc3)nc2s1,1
CCCSCCCNC(=O)c1ccc(Cn2c(=O)c3cccn3c3cccnc32)cc1,12
COCCNC(=O)CSc1nc2cc3c(cc2c(=O)n1CCCCCC(=O)NCCc1ccc(OC)c(OC)c1)OCO3,11
Nc1ncc(S(=O)(=O)Nc2ccc(OC(F)(F)F)cc2)cn1,5
CC1CCN(C(=O)CSc2nnc(NC(=O)Nc3ccccc3)s2)CC1,7
Cc1ccc(NC(=O)c2c(C)oc3ccc(O)c(CN4CCCCCC4)c23)cc1,-3
CCCS(=O)(=O)c1nc(S(=O)(=O)c2ccc(C)cc2)c(NC(C)c2ccccc2)s1 (stereo not given),-15
CC1=C(C(=O)Nc2cccc(C)c2C)C2(CCCCC2)OC1=O,-3
CCn1c(C(=O)NCc2ccccc2C)cc2oc3ccccc3c21,49*
CC(=O)c1ccc(NC(=O)CSc2cn(CC(=O)N(C(C)C)C(C)C)c3ccccc23)cc1,-8
CC1=C(C(=O)N2CCN(c3cccc(C)c3C)CC2)C2(CCCCC2)OC1=O,-17
Cc1ccc(-n2nc(C)c3c(C(F)(F)F)cc(-c4cccnc4)nc32)cc1Cl,10
O=S(=O)(NCc1nc2cccnc2n1Cc1ccccc1Cl)c1ccc(F)c(Cl)c1,1
CCc1ccc(CNC(=O)Cn2nc(C)c3nn(-c4ccc(Cl)cc4)c(C)c3c2=O)cc1,-2
CCOC(=O)N1CCc2c(sc3c2c(=O)n(-c2ccc(CC)cc2)c(=O)n3Cc2ccc(F)cc2Cl)C1,-11
COc1ccccc1N1CCN(C(=O)c2cnc(N3CCCCC3)c3ccccc23)CC1,-9
CCOC(=O)c1c(C)[nH]c(CCC(=O)Nc2ccc(Cl)cc2C)c1C,4
Cc1cc2c(=O)c(C(=O)c3ccncc3)cn(CC(=O)Nc3cccc(C)c3C)c2cc1C,-21
CCc1ccccc1NC(=O)C1CCC(CNS(=O)(=O)c2ccc3c(c2)CC(C)N3C(C)=O)CC1 (stereo not given),-7
CCCN1CCN(CCCNC(=O)c2cnn(-c3ccc(C)cc3)c2-n2cccc2)CC1,-19

# Looked up one by one from the entries so far, five records:
SMILES,D3 ag
COc1ccccc1N1CCN(C(=O)c2cnc(N3CCCCC3)c3ccccc23)CC1,-9
CCOC(=O)N1CCc2c(sc3c2c(=O)n(-c2ccc(CC)cc2)c(=O)n3Cc2ccc(F)cc2Cl)C1,-11
CC1=C(C(=O)N2CCN(c3cccc(C)c3C)CC2)C2(CCCCC2)OC1=O,-17
CCCN1CCN(CCCNC(=O)c2cnn(-c3ccc(C)cc3)c2-n2cccc2)CC1,-19
CCc1ccc(CNC(=O)Cn2nc(C)c3nn(-c4ccc(Cl)cc4)c(C)c3c2=O)cc1,-2

# Later entries:
SMILES,D3 ag
Cc1nc2nc(NC(=O)c3ccc(C(C)(C)C)cc3)[nH]n2c(=O)c1Cl,-24
COc1ccc(CCNC(=O)CCc2cn(Cc3ccc(F)cc3)c3ccccc23)cc1OC,-29
CSc1ccc(C2c3[nH]c4ccccc4c3CCN2C(=O)CCC2CCCC2)cc1 (stereo not given),-5
O=C(NCc1ccccc1F)C(=O)NCC(c1ccco1)S(=O)(=O)c1ccccc1 (stereo not given),-20
Cc1nnc(SCc2ccccc2Cl)c2cc3sccc3n12,-13
COC(=O)COc1ccc2oc(-c3ccc(OC)cc3)cc(=O)c2c1,3
CCOc1ccc(-c2cc(C(=O)Nc3ccc(NC(C)=O)cc3)no2)cc1,1
Cc1cccc(Cn2c(CNS(=O)(=O)c3ccc4c(c3)CCCC4)nc3cccnc32)c1,13
CCCCNC(=O)CSc1nc2n[nH]c(C)c2c(=N)n1-c1cccc(C)c1,6
COc1ccc(OC)c(NC(=O)c2c(C)oc3ncnc(N4CCOCC4)c23)c1,-11
CCCc1oc2ccc(NS(=O)(=O)c3ccc(OC)cc3)cc2c1C(=O)OCC,8
COCCNC(=O)CSc1nc2cc3c(cc2c(=O)n1Cc1ccc(C(=O)NCCc2ccc(OC)c(OC)c2)cc1)OCO3,6
CC1CCN(C(=O)Cn2cc(SCC(=O)NCc3ccc(F)cc3)c3ccccc32)CC1,-1
Cc1nn(-c2ccc(N3CCCC3)nn2)c(C)c1CCC(=O)NCc1ccccc1F,-2
COc1ccccc1CNC(=O)C1CCCN(c2nc3ccccc3n3cccc23)C1 (stereo not given),-1
CCCCOc1ccc(C(=O)Nc2ccc(-c3cc4ccccc4oc3=O)cc2)cc1,1
CC(C)c1nn2c(=O)cc(COC(=O)c3cccc(NC(=O)c4cccs4)c3)nc2s1,2
COc1ccccc1CNC(=O)CCn1c(=O)c2cccn2c2cccnc21,-8
O=C(NCCc1ccccc1)c1nn(-c2ccc(F)cc2)nc1CO,-22
CC(=O)N[C@H]1[C@H]([C@H](O)[C@H](O)CO)OC(C(=O)O)=C[C@@H]1N=C(N)N,-7
CCCNC(=O)CSc1cn(CC(=O)N2CCCCCC2)c2ccccc12,-16
Cn1cnc(S(=O)(=O)N2CCCC(C(=O)NCc3ccccc3Cl)C2)c1 (stereo not given),-5
CSc1ccc(CC2C(=O)Nc3ccccc32)cc1 (stereo not given),-6
O=C(CSc1nc2ccsc2c(=O)n1Cc1ccccc1F)NCc1ccccc1Cl,-21
Cc1nn(CCC(=O)Nc2ccccc2Br)c(=O)c2nn(-c3ccccc3)c(C)c12,-7
Cc1ccc(CSCCC(=O)NCc2ccc(F)cc2Cl)cc1,-19
O=C(CSc1nccn1-c1ccc(Cl)cc1)Nc1nc2ccccc2s1,7
COc1ccccc1NC(=O)CSc1nnc2c3ccccc3n(C(C)C)c2n1,12
O=C(CN1C(=O)CSc2ccc(S(=O)(=O)N3CCCC3)cc21)Nc1cccc(Cl)c1,0
CCCNC(=O)c1cnn2c(C)c(Cc3c(C)cc(C)cc3C)c(C)nc12,-11
CCc1ccc(N(CC)C(=O)Cn2nc(Cc3cccnc3)c3ccccc3c2=O)cc1,-21
CCOc1ccc(S(=O)(=O)NCC(c2ccco2)S(=O)(=O)c2ccc(C)cc2)cc1 (stereo not given),6
O=C(NCc1ccc(Cl)cc1)c1cc2c(s1)-c1ccccc1SC2,-5
O=C(NC1CCCCCC1)c1ccc2c(c1)sc1nc(-c3ccc(F)cc3)cn12,-1
Cc1nn(CCCC(=O)NCc2cccc(Cl)c2)c(=O)c2c1sc1ccccc12,1
COc1cccc(CNc2ncnc3c2nnn3C)c1,-2
